Bioassay records: PubChem, National Center for Advancing Translational Sciences (NCATS)
Pin1 inhibitor = inhibitors of human Pin1; Q13526; Pin1 FP peptide displacement, HiFluor488, 10 min; Potency, µM (top dose mostly 115 µM), without a hit: at the top dose activity, negative = inhibition, actives largely listed as inhibitors; 0.009% of 390,000 active; AID 504891; active = well fitted inhibition curve with a large enough effect in the polarisation, with a control signal flat, not every such curve was filed as active; inconclusive = small, poorly fitted or top-dose-only effect, or effect the other way, or a change in a side signal; inactive = no such curve, though single readings can be large or run the other way; the % refers to the polarisation; note: potency is the fitted concentration of half-maximal effect; % is set by controls: 0 for no effect and ±100 for the full control effect
Target sequence (Q13526 whole entry, looked up): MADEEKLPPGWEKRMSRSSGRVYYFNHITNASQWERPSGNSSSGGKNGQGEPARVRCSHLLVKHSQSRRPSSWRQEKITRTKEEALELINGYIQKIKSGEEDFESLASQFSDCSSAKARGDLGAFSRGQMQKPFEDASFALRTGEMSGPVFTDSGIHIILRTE
JMJD2A Tudor = blocks the human JMJD2A Tudor domain | Potency, µM (top dose mostly 114 µM), inactives show at the top dose activity change, negative = inhibition, usual class: inhibitors | O75164 | AID 504339 | 4.4% of 390,000 active | AlphaScreen JMJD2A-Tudor / H3K4me3 peptide binding; note: potency is the fitted concentration of half-maximal effect; % is set by controls: 0 for no effect and ±100 for the full control effect; nearly all actives have a fitted effect of over 50% in size
ERG-DNA inh = blocks human ERG Ets domain binding to DNA. 0.028% of 370,000 active. fluorescence polarization, His-ERG Ets domain / labelled DNA. AID 624246. Potency, µM (titrated, usually from 76.9 µM), for the others: top-dose FP activity, negative = inhibition, most hits filed as inhibitors. P11308; active = well fitted inhibition curve with a large enough effect in the polarisation, with a control signal flat; inconclusive = small, poorly fitted or top-dose-only effect, or effect the other way, or a change in a side signal; inactive = no such curve, though single readings can be large or run the other way; the % refers to the polarisation;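 note: polarization taken with two DNA probes labelled with fluorescein and Texas red; potency is the fitted concentration of half-maximal effect; % of control where 0% means no effect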
Target sequence (P11308 whole entry, looked up, the tested form may be a part): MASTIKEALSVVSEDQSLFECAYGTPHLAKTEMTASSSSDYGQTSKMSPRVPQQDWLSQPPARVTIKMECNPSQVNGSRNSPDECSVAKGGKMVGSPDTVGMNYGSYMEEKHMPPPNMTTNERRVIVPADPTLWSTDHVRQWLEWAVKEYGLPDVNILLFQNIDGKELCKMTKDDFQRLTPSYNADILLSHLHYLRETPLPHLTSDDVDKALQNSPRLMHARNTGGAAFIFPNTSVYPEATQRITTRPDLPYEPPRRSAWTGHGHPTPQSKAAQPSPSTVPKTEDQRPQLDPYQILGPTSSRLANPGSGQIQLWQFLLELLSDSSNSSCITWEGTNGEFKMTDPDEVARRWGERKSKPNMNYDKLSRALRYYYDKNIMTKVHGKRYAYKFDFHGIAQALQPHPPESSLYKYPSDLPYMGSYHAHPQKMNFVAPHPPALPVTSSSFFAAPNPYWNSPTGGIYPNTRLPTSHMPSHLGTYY
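His-tagged ERG Ets domain (1 uM in the protein solution; 300mM KCl, 50mM Tris-HCl, 1mM EDTA, 1mM DTT, pH 7.5) received compound, then a probe mix of 5 nM fluorescein-DNA and 100nM Texas-615-DNA. Fluorescence polarization was read for both dyes.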
GLS inhibitor = glutaminase GLS (human) inhibition; O94925; GLS enzymatic activity, qHTS titration; Potency, µM (highest dose often 45.5 µM), for the others: at the highest dose activity change, negative = inhibition, actives largely listed as inhibitors; 0.21% of 410,000 active; AID 624170; note: potency is the fitted concentration of half-maximal effect; % is set by controls: 0 for no effect and ±100 for the full control effect
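Compounds were pin-transferred onto hKGA, after which L-glutamine (1 mM solution) and a detection mix of glutamate oxidase, HRP and Amplex Red were added. Initial and 30 min RT fluorescence reads were collected.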
PGK inhibitor = T. brucei PGK inhibition | 0.043% of 380,000 active | PGK/GAPDH coupled, Kinase-Glo luminescence, 60 min | P07378 | AID 602233 | Potency, µM (titrated, usually from 57.5 µM), for inactives: at the top dose activity change, negative = inhibition, most hits filed as inhibitors; note: potency is the fitted concentration of half-maximal effect; % is set by controls: 0 for no effect and ±100 for the full control effect; nearly all actives have a fitted effect of over 60% in size
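Luminescent ATP detection (Kinase-Glo Plus) follows a 60-minute room-temperature incubation, with wells lacking PGK as controls. Buffer: 100 mM TEA (pH 7.6), 5 mM MgCl2, 0.01% Tween-20. Coupling enzyme GAPDH (100 nM final) supplies unstable 1,3-BPG in-well.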
G9a inh = inhibitors of human histone lysine methyltransferase G9a; Q96KQ7; G9a H3K9 monomethylation, AlphaScreen, 2 h; Potency, µM (highest dose often 102 µM), without a hit: at the top dose activity, negative = inhibition, hits mostly inhibitors; 8.8% of 350,000 active; AID 504332; note: potency is the fitted concentration of half-maximal effect; % is set by controls: 0 for no effect and ±100 for the full control effect; nearly all actives have a fitted effect of over 75% in size
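Using a bead-based AlphaScreen, monomethylated H3K9 product from 2 h room-temperature reactions (G9a 20 nM, peptide 500 nM, SAM 20 uM) was detected with 0.5 ug/mL rabbit anti-H3K9me1 antibody.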
BAZ2B block = BAZ2B (human) inhibition. Q9UIF8. AlphaScreen BAZ2B-H3K14Ac peptide displacement. Potency, µM (series often up to 114 µM), without a hit: at the top dose activity change, negative = inhibition, most hits filed as inhibitors. 4.4% of 360,000 active. AID 504333; note: potency is the fitted concentration of half-maximal effect; % is set by controls: 0 for no effect and ±100 for the full control effect; nearly all actives have a fitted effect of over 60% in size
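BAZ2B (50 nM) with biotin-H3(5-23)K14Ac peptide (50 nM) in PBS pH 7.4, 0.01% Tween-20, preformed 30 min, then compound 30 min at room temperature; top concentration 110uM. AlphaScreen streptavidin donor/nickel chelate acceptor beads (10 ug/mL final), 20 min dark, signal read.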
HP1b chromo inh = inhibitors of HP1-beta chromodomain binding to methylated histone tails; P83916; AlphaScreen HP1-beta / biotin-H3K9me3 peptide binding; Potency, µM (series often up to 114 µM), without a hit: at the top dose activity change, negative = inhibition, usual class: inhibitors; 0.56% of 390,000 active; AID 540317; note: potency is the fitted concentration of half-maximal effect; nearly all actives have a fitted effect of over 70% in size; inactives centre near 23
Target sequence (P83916 whole entry, looked up): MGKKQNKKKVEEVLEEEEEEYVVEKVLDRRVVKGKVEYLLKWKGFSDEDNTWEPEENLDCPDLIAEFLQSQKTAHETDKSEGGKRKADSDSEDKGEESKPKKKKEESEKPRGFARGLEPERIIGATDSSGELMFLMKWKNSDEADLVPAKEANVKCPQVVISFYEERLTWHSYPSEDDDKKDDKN
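Compound inhibition of the preformed complex between 50 nM HP1-beta and 50 nM biotinylated H3K9me3 peptide was read by AlphaScreen. Buffer was PBS pH 7.4 with 0.01% Tween-20. Incubations ran 30 min at room temperature, with 10 ug/mL donor/acceptor beads.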
PI4K2A inh = inhibitors of human PI4K2A. Q9BTU6. purified PI4K2A, ADP-Glo luminescence, 1 h; hits give low values. activity change, negative = inhibition, % at 76.9 µM. 0.13% of 420,000 active. AID 1346378; in the data active = activity change below about -50%; inconclusive = mostly about -30% to -49%;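 note: -100% = wells without enzyme as full effect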
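ADP-Glo luminescence measured ADP generated by PI4K2A enzyme (4 ug/mL before mixing) with 1.2 mM PI substrate (pre-mix) and 300 microM ATP (pre-mix). Tris pH7.5 buffer with MgCl2, Triton X-100; 1 h reaction at ambient temperature.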
Active calls of the source: *; i = inactive; ? = inconclusive; . = no result given; [ ] = another dose, or the depositor's remark. Unless noted, calls come from the whole dose curve; as a rule, active = well fitted curve in the direction sought with a large enough effect; inconclusive = small, poorly fitted or top-dose-only effect, or another doubt; inactive = no such curve, though single readings can be large; an effect the other way counts as inactive or inconclusive.

Key to letters: A = Pin1 inhibitor; B = JMJD2A Tudor; C = ERG-DNA inh; D = GLS inhibitor; E = PGK inhibitor; F = G9a inh; G = BAZ2B block; H = HP1b chromo inh; I = PI4K2A inh
O=C1c2ccccc2C(=O)c2c1cccc2N(CCO)CCO
  A = ? | B = ? | C = 7% | D = -1% | E = -22% | F = 45µM* | G = 50µM* | H = ? | I = -11
COc1ccc(OC)c(NC(=O)CSc2nnc(Cc3cccn3C)n2-c2ccc(F)cc2)c1
  A = -3% | B = -35% | C = 8% | D = 5% | E = -3% | F = ? | G = 50µM* | H = 1% | I = 0
Cc1ccc(-c2cc(C(=O)NCC3CCCO3)c3ccccc3n2)cc1C (stereo unspecified)
  A = -1% | B = -21% | C = -7% | D = 7% | E = 0% | F = 3% | G = -12% | H = 0% | I = 2
O=[N+]([O-])c1cccnc1N1CCN(c2ccc(F)cc2)CC1
  A = 0% | B = 25µM* | C = 10% | D = -16% | E = -5% | F = 45µM* | G = 40µM* | H = 45µM* | I = 3
N#Cc1ccccc1OCC(=O)NNC(=O)CNC(=O)c1ccc(Br)o1
  A = -2% | B = -14% | C = -13% | D = 0% | E = i | F = . | G = . | H = 23% | I = -1
COc1ccc2c(c1)C(NC(=O)C(F)(F)F)CC2=O (stereo unspecified)
  A = 12% | B = 0% | C = -5% | D = . | E = 6% | F = -16%[59 µM] | G = 6% | H = 32% | I = 0
Cc1onc(-c2ccccc2Cl)c1C(=O)Nc1cccnc1
  A = -17% | B = -12% | C = 10% | D = -6% | E = -19% | F = ? | G = 1% | H = 32% | I = -2
Cc1nn(C)c(C(=O)NC(=S)Nc2ccc([N+](=O)[O-])cc2)c1Cl
  A = 1% | B = -23% | C = 2% | D = -1% | E = i | F = . | G = -17% | H = 4% | I = -6
Cc1ccccc1N=C1NC(=O)CS1
  A = -6% | B = 16% | C = -3% | D = 5% | E = 5% | F = 9% | G = 2% | H = 37% | I = 3
COc1ccccc1NS(=O)(=O)CC12CCC(CC1=O)C2(C)C (stereo unspecified)
  A = -8% | B = -1% | C = 3% | D = 7% | E = 3% | F = ? | G = 1% | H = 31% | I = 2
COc1cccc2[nH]c3c(N4CCc5ccccc5C4)ncnc3c12
  A = 7% | B = -23% | C = 6% | D = 0% | E = -1% | F = . | G = -6% | H = 17% | I = 0
Cc1ccc(OC(C)C(=O)N/N=C/c2ccccn2)cc1 (stereo unspecified)
  A = 2% | B = -9% | C = -2% | D = 5% | E = 8% | F = 1.4µM* | G = 71µM* | H = 39%[activator] | I = 7
Cc1ccc(OCC(=O)Nc2ccc(F)cc2)cc1C
  A = -5% | B = 20% | C = . | D = -9% | E = . | F = -3%[59 µM] | G = 23% | H = 52%[activator] | I = 0
C=CCOc1ccc(C2C(C(=O)c3ccco3)=C(O)C(=O)N2Cc2cccnc2)cc1 (stereo unspecified)
  A = 0% | B = -14%[57.1 µM] | C = 0% | D = 0% | E = 10% | F = ? | G = -3% | H = 44%[activator] | I = -2
COC(=O)Cc1c(C)c2cc3c(c(C)c2oc1=O)OCN(CCc1ccccc1F)C3
  A = 3% | B = -26% | C = -6% | D = 52%[activator] | E = 0% | F = -2%[59 µM] | G = -7% | H = 43%[activator] | I = -9

The list goes on.
Key to letters: A = Pin1 inhibitor; B = JMJD2A Tudor; C = ERG-DNA inh; D = GLS inhibitor; E = PGK inhibitor; F = G9a inh; G = BAZ2B block; H = HP1b chromo inh; I = PI4K2A inh
Cc1ccc(NC(=O)COC(=O)/C(=C/c2cccs2)c2cccs2)cc1S(=O)(=O)N(C)C
  A = 37%[activator] | B = -34% | C = -6% | D = 0% | E = -8% | F = ? | G = -38% | H = -2% | I = -8
Cc1ccc(S(=O)(=O)N2CCCCC2)cc1NC(=O)Nc1ccc(Cl)cc1Cl
  A = 2% | B = -7% | C = -13% | D = 2% | E = -3% | F = 24%[12.7 µM] | G = -7% | H = 34% | I = 4
CCN(CC(=O)Nc1ccc(NC(C)=O)cc1)C(=O)CCCSc1nc2ccccc2[nH]1
  A = -1% | B = -10% | C = 1% | D = 8% | E = 16% | F = 50µM* | G = 9% | H = 9% | I = -3
COc1ccc(-c2nnc3ccc(SCC(=O)N4CCCC4)nn23)cc1
  A = -1% | B = -9% | C = 0% | D = -1% | E = -7% | F = 50µM* | G = 9% | H = 43%[activator] | I = -6
C=CCn1c(/N=C/c2ccc(OC)cc2)nc2ccccc21
  A = -4% | B = -11% | C = 4% | D = 7% | E = 4% | F = -49% | G = -24% | H = 20% | I = 3
O=C(Nc1cccnc1Cl)c1ccc(Cl)cc1
  A = 3% | B = 4% | C = -3% | D = 2% | E = 2% | F = 26% | G = -2% | H = 28% | I = 3
O=[N+]([O-])c1cc(S(=O)(=O)N2CCCCC2)ccc1NCCN1CCOCC1
  A = 3% | B = -12% | C = 6% | D = 10% | E = -4% | F = -31% | G = -26% | H = 8% | I = -7
Cc1onc(-c2ccccc2Cl)c1-c1nc(-c2ccccn2)no1
  A = 1% | B = -10% | C = -2% | D = -12% | E = -5% | F = -41% | G = -1% | H = 20% | I = 5
COc1ccc(CC(=O)NCCS(=O)(=O)N2CCN(c3ccccc3)CC2)cc1
  A = -2% | B = -11% | C = 3% | D = 1% | E = 2% | F = 45µM* | G = -1% | H = -1% | I = -2
CC1=NNC(=O)C1C(c1ccc(F)cc1)C(C#N)C#N (stereo unspecified)
  A = 1% | B = -23% | C = 9% | D = 25% | E = 4% | F = . | G = . | H = 23% | I = 13
CCOc1ccc2oc(C(=O)NCC3CCCO3)c(C)c2c1 (stereo unspecified)
  A = 9% | B = -2% | C = -15% | D = 2% | E = -6% | F = 28% | G = -12% | H = 29% | I = 0
O=C(c1ccc(N2C(=O)C3CC=C(Cl)CC3C2=O)cc1)N1CCCCC1 (stereo unspecified)
  A = -9% | B = -10% | C = -8% | D = 1% | E = -5% | F = 8%[12.7 µM] | G = 9% | H = 10% | I = -3
COc1cccc(CSc2nc3n(n2)C(c2cccnc2)C(C(=O)Nc2ccccc2C)=C(C)N3)c1 (stereo unspecified)
  A = 37%[activator] | B = -23% | C = 1% | D = 9% | E = 5% | F = 2%[59 µM] | G = -6% | H = 16% | I = 2
COc1cccc(C(=O)Nc2nc(SCc3ccc(Cl)cc3)n[nH]2)c1
  A = -2% | B = 2% | C = -4% | D = -14% | E = -16% | F = 8%[59 µM] | G = 4% | H = 36% | I = 22
O=C(NCc1ccccc1)c1ccc(=O)[nH]n1
  A = -3% | B = -5% | C = 4% | D = 3% | E = -7% | F = -11% | G = 3% | H = 24% | I = 1

(list continues)
Key to letters: A = Pin1 inhibitor; B = JMJD2A Tudor; C = ERG-DNA inh; D = GLS inhibitor; E = PGK inhibitor; F = G9a inh; G = BAZ2B block; H = HP1b chromo inh; I = PI4K2A inh
Cc1ccc(CN(C(=O)N2CCN(C)CC2)S(=O)(=O)c2ccc(C)cc2)cc1
  A = -6% | B = -10% | C = -5% | D = 3% | E = -3% | F = 10% | G = -3% | H = 7% | I = -4
CN(Cc1cc(=O)n2ccsc2n1)c1ccccc1
  A = -15% | B = -7% | C = 6% | D = 23% | E = 2% | F = 0%[59 µM] | G = 1% | H = 40%[activator] | I = 0
COc1ccc(-n2c(=O)c3ccccc3n(CC(=O)NCc3ccco3)c2=O)cc1
  A = 14% | B = -4% | C = 12% | D = 0% | E = -6% | F = -35% | G = 1% | H = 23% | I = -4
CCOCCCNC(=O)C1CCN(c2nn3cc(-c4ccc(F)cc4)nc3s2)CC1
  A = -7% | B = 7% | C = -1% | D = 3% | E = -1% | F = -5%[59 µM] | G = 0% | H = 23% | I = 1
Cc1ccc([C@H]2C(C(=O)O)=CC[C@@H](c3cccs3)N2S(=O)(=O)c2ccc(C)cc2)cc1
  A = -3% | B = -16% | C = 8% | D = 18% | E = 1% | F = . | G = . | H = 20% | I = -3
COc1ccccc1-c1nnc(NC(=O)c2ccc(S(=O)(=O)N3CCOCC3)cc2)o1
  A = -1% | B = 79µM* | C = 2% | D = 0% | E = -2% | F = 77%[activator][12.7 µM] | G = 17% | H = 39%[activator] | I = 1

Some of these compounds in order of their number in JMJD2A Tudor, largest number first.
Key to letters: A = Pin1 inhibitor; B = JMJD2A Tudor; C = ERG-DNA inh; D = GLS inhibitor; E = PGK inhibitor; F = G9a inh; G = BAZ2B block; H = HP1b chromo inh; I = PI4K2A inh
COc1ccc(-n2c(=O)c3ccccc3n(CC(=O)NCc3ccco3)c2=O)cc1
  A = 14% | B = -4% | C = 12% | D = 0% | E = -6% | F = -35% | G = 1% | H = 23% | I = -4
CN(Cc1cc(=O)n2ccsc2n1)c1ccccc1
  A = -15% | B = -7% | C = 6% | D = 23% | E = 2% | F = 0%[59 µM] | G = 1% | H = 40%[activator] | I = 0
Cc1ccc(CN(C(=O)N2CCN(C)CC2)S(=O)(=O)c2ccc(C)cc2)cc1
  A = -6% | B = -10% | C = -5% | D = 3% | E = -3% | F = 10% | G = -3% | H = 7% | I = -4
